Assay outcomes as filed in PubChem BioAssay.
EZH2 inh = blocks human EZH2/PRC2 H3K27 methylation; Q15910; AID 651548; DELFIA TRF, 1 h; inhibition, % at 12.5 µM; 57,000 tested, 0.35% active;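 active = mean inhibition of replicates at least 50% and every single replicate also reaching 50%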;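 also: dimethyl H3K27 on biotinylated H3 21-44 peptide detected by antibody; plate controls were median neutral control wells for no effect and median positive control wells for full effect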
IDH1 R132H inh = IDH1 R132H (human) inhibition | O75874 | IDH1 R132H reductase, diaphorase/resazurin fluorescence, 60 min | inhibition, % at 10 µM | 70,000 tested, 0.18% active; in the data active = inhibition above about 34%;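 also: 0% = DMSO and 100% = no enzyme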
Target sequence (O75874 whole entry R132H): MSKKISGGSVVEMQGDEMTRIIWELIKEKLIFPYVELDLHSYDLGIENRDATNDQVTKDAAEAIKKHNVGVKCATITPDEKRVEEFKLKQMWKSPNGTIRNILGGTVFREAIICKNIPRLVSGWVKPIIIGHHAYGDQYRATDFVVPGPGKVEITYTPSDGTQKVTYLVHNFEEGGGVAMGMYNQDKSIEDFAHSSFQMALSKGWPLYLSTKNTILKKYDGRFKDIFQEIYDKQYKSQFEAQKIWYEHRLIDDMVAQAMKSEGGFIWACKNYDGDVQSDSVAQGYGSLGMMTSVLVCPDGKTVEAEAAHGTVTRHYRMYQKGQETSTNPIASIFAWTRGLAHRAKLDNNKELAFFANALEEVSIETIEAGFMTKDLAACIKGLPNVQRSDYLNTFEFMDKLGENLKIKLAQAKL
Numbers without * were called inactive; / = no result given. An excerpt; the hit share may differ from the screen's.

SMILES | EZH2 inh | IDH1 R132H inh
C[C@@H]1CN([C@@H](C)CO)C(=O)c2cc(NC(=O)c3ccccc3)ccc2O[C@@H](C)CCCCO[C@@H]1CN(C)Cc1ccc(C(=O)O)cc1 | / | 0.4
COc1cccc(NC(=O)CSc2nnc(C)n2-c2ccc(F)cc2)c1 | -16 | -0.2
O=c1oc2cc(O)ccc2s1 | 0 | 0.3
COCC(=O)N[C@H]1CC[C@@H](CC(=O)N2CCCCC2)O[C@H]1CO | 11 | 0.2
C[C@H](NC(=O)C[C@H]1C[C@@H]2c3cc(NC(=O)CN(C)C)ccc3O[C@@H]2[C@H](CO)O1)c1ccccc1 | 11 | -0.2
C[C@@H]1CN([C@H](C)CO)C(=O)c2cccc(NS(=O)(=O)c3ccc(F)cc3)c2O[C@H]1CN(C)C | / | 1.4
C[C@@H]1CCCCO[C@H](CN(C)C(=O)C2CCCCC2)[C@H](C)CN([C@@H](C)CO)C(=O)c2cc(NC(=O)c3ccncc3)ccc2O1 | -1 | 1.8
C[C@@H]1CN([C@H](C)CO)C(=O)Cc2cc(NS(=O)(=O)c3cccs3)ccc2O[C@H]1CN(C)Cc1ccc(C(F)(F)F)cc1 | / | -0.1
C[C@H](CO)N1C[C@H](C)[C@H](CN(C)Cc2cccc(F)c2)Oc2ncc(C#CCc3ccccc3)cc2C1=O | 4 | 2.1
Cc1sc2ncnc(SCC(=O)Nc3ccccc3[N+](=O)[O-])c2c1C | -1 | -0.6
COc1ccc(S(=O)(=O)N(C)C[C@@H]2Oc3ccc(NS(=O)(=O)c4c(C)noc4C)cc3C(=O)N([C@H](C)CO)C[C@H]2C)cc1 | / | 1.2
C[C@H]1CN([C@@H](C)CO)C(=O)c2cc(NC(=O)Cn3cnnn3)ccc2O[C@H]1CN(C)CC1CC1 | -8 | 0.5
C[C@@H]1CCCCO[C@@H](CN(C)C(=O)c2ccccc2)[C@@H](C)CN([C@@H](C)CO)C(=O)c2cc(NC(=O)c3ccccc3)ccc2O1 | -2 | /
CO[C@H]1CN(C)C(=O)c2cc(NS(=O)(=O)c3ccccc3F)ccc2OC[C@@H](C)NC[C@@H]1C | 7 | 0.1
C[C@H]1CN([C@@H](C)CO)C(=O)c2cc(Br)cnc2O[C@H]1CN(C)C(=O)C1CCCCC1 | 4 | 0.1
CCn1c(SCC(=O)Nc2ccc(I)cc2C)nnc1-c1ccccc1 | 11 | 0.1
COCC(=O)N(C)C[C@@H]1Oc2ncc(C#Cc3ccc(F)cc3)cc2C(=O)N([C@H](C)CO)C[C@H]1C | -2 | 0.0
C[C@H](CO)N1C[C@H](C)[C@H](CN(C)C(=O)Nc2ccccc2)OCCCC[C@H](C)Oc2ccc(NC(=O)Cc3ccccc3)cc2C1=O | / | 0.6
COc1ccc([Si](C)(C)[C@@H]2[C@@H](CCn3cc(CCO)nn3)O[C@]3(C(=O)N(Cc4ccc(N5CCOC5=O)cc4)c4ccccc43)[C@H]2C)cc1 | 23 | /
CCS(=O)(=O)Nc1ccc2c(c1)C(=O)N(C)C[C@@H](OC)[C@H](C)CN(C(=O)COC)[C@@H](C)CO2 | 2 | 0.1
CCO[C@@H]1OC(C(=O)N2CCN(Cc3ccccc3)CC2)=C[C@H](c2ccc3c(c2)OCO3)[C@H]1CCCO | 6 | /
COCc1cn(CC[C@H]2CC[C@H](NC(=O)Nc3ccc(Cl)cc3)[C@H](CO)O2)nn1 | 8 | 0.3
C[C@H]1CN([C@@H](C)CO)C(=O)c2cccc(NC(=O)c3ccncc3)c2O[C@H]1CN(C)Cc1ccc(Oc2ccccc2)cc1 | -7 | -0.5
C[C@@H]1CN([C@@H](C)CO)C(=O)c2cc(NC(=O)NC3CCCCC3)ccc2O[C@@H]1CN(C)Cc1ccc2c(c1)OCO2 | -14 | -1.4
CNC[C@@H]1Oc2ncc(C#CC3(O)CCCC3)cc2C(=O)N([C@@H](C)CO)C[C@H]1C | -5 | -1.2

In the list so far, these contain a thiophene ring, fused or not:
SMILES | EZH2 inh | IDH1 R132H inh
C[C@@H]1CN([C@H](C)CO)C(=O)Cc2cc(NS(=O)(=O)c3cccs3)ccc2O[C@H]1CN(C)Cc1ccc(C(F)(F)F)cc1 | / | -0.1
Cc1sc2ncnc(SCC(=O)Nc3ccccc3[N+](=O)[O-])c2c1C | -1 | -0.6

3 structures from above, sorted by SMILES length, rising:
SMILES | EZH2 inh | IDH1 R132H inh
COCC(=O)N[C@H]1CC[C@@H](CC(=O)N2CCCCC2)O[C@H]1CO | 11 | 0.2
CNC[C@@H]1Oc2ncc(C#CC3(O)CCCC3)cc2C(=O)N([C@@H](C)CO)C[C@H]1C | -5 | -1.2
CCO[C@@H]1OC(C(=O)N2CCN(Cc3ccccc3)CC2)=C[C@H](c2ccc3c(c2)OCO3)[C@H]1CCCO | 6 | /

Additional entries follow:
SMILES | EZH2 inh | IDH1 R132H inh
CO[C@H]1CN(C)C(=O)c2cc(NS(C)(=O)=O)ccc2OC[C@@H](C)N(C(=O)C2CCCC2)C[C@@H]1C | 5 | 0.3
COc1ccc(S(=O)(=O)N(C)C[C@H]2Oc3c(NC(=O)c4cnccn4)cccc3C(=O)N([C@H](C)CO)C[C@@H]2C)cc1 | / | 2.7
CN(C)c1ccc(NC(=O)CSc2nc3c(c(C(F)(F)F)c2C#N)CCCCCC3)cc1 | 8 | 0.4
Oc1cc2c(c(Cl)c1O)CCNC[C@@H]2c1ccccc1 | -4 | 2.3
C[C@H](CO)N1C[C@H](C)[C@@H](CN(C)C(=O)CCC(F)(F)F)OCCCC[C@H](C)Oc2ccc(NS(=O)(=O)c3ccccc3)cc2C1=O | / | -0.8
CC(C)CC#Cc1ccc2c(c1)O[C@@H](CN(C)C(=O)c1cccc(F)c1)[C@H](C)CN([C@@H](C)CO)S2(=O)=O | 19 | 7.0
CCn1c(SCC(=O)Nc2cccc(C(=O)O)c2)nnc1-c1ccc(Cl)cc1Cl | 8 | 0.1
COc1ccccc1NC(=O)CC1C(=O)NCCN1C(=O)Nc1ccc(Cl)c(Cl)c1 (centres undefined) | 0 | -0.1
COc1ccc(CN(C)C[C@H]2Oc3ccc(NC(=O)Nc4ccc(OC)cc4)cc3CC(=O)N([C@@H](C)CO)C[C@H]2C)cc1 | / | -0.3
Cc1ccccc1NC(=O)CSC1CC(=O)N(c2ccc(F)cc2)C1=O (centres undefined) | 2 | -0.8
C[C@H](CO)N1C[C@H](C)[C@@H](CN(C)Cc2cccnc2)Oc2ncc(/C=C/c3ccccc3)cc2C1=O | -37 | 1.0
COc1ccc(NC(=O)CSc2nnc(-c3ccncc3)n2-c2ccc(Cl)cc2)cc1 | -16 | 0.0
C[C@@H]1CCCCO[C@H](CN(C)C(=O)C2CCCCC2)[C@@H](C)CN([C@H](C)CO)C(=O)c2cc(N(C)C)ccc2O1 | 2 | -0.3
CO[C@H](CN(C)C(=O)Nc1ccc(Cl)cc1)[C@@H](C)CN(Cc1ccccc1Cl)[C@@H](C)CO | 31 | -0.4
Cc1ccc(S(=O)(=O)Nc2ccc3c(c2)C(=O)N([C@@H](C)CO)C[C@@H](C)[C@H](CN(C)C(=O)c2ccccc2)OCCCC[C@@H](C)O3)cc1 | / | 0.3
COc1ccc(C#Cc2cnc3c(c2)C(=O)N([C@H](C)CO)C[C@H](C)[C@H](CN(C)S(=O)(=O)c2cccs2)O3)cc1OC | / | -0.1
CO[C@H]1CN(C)C(=O)c2cccc(C#N)c2OC[C@@H]2O[C@H](CC[C@H]2OC)CCN(C)C(=O)[C@H]1C | 0 | 0.2
CCC(=O)[C@@]1(C)[C@H](C)C[C@H]2[C@@H]3CCC4=CC(=O)C=C[C@]4(C)[C@H]3[C@@H](O)C[C@@]21C | 11 | 1.3
C[C@@H]1CN([C@@H](C)CO)C(=O)c2cc(C#C[C@@H](C)O)cnc2O[C@H]1CN(C)CC1CCCCC1 | / | 1.3
C[C@@H]1CN([C@H](C)CO)C(=O)c2cccc(NS(=O)(=O)c3cn(C)cn3)c2O[C@H]1CN(C)C(=O)Nc1cccc2ccccc12 | / | 0.6
C[C@H](CO)N1C[C@H](C)[C@H](CN(C)S(C)(=O)=O)Oc2ccc(NS(=O)(=O)c3cccs3)cc2C1=O | / | -5.2
COC(=O)c1cn(CC(=O)N2CCC3(CC2)C(=O)NCN3c2ccccc2)nn1 | -5 | /
C[C@H]1CN([C@@H](C)CO)C(=O)Cc2cc(NC(=O)Cc3cn(C)c4ccccc34)ccc2O[C@H]1CN(C)C | / | -35
COc1cccc(NC(=O)N[C@@H]2CC[C@H](CC(=O)Nc3ccccc3)O[C@@H]2CO)c1 | 3 | 0.3
C[C@@H]1CCCCO[C@@H](CN(C)C(=O)Cc2ccccc2)[C@@H](C)CN([C@H](C)CO)C(=O)c2cc(NC(=O)CCCCCC(=O)Nc3ccccc3N)ccc2O1 | 12 | /
SMILES | EZH2 inh | IDH1 R132H inh
C[C@@H]1CN([C@@H](C)CO)S(=O)(=O)c2ccc(C#CC3CCCCC3)cc2O[C@H]1CN(C)C(=O)Cc1ccncc1 | -36 | 66*
COc1cccc(S(=O)(=O)N(C)C[C@@H]2Oc3cc(C#CCC(C)C)ccc3S(=O)(=O)N([C@H](C)CO)C[C@H]2C)c1 | / | 0.1
C[C@@H](NC(=O)C[C@@H]1CC[C@H](NC(=O)Nc2ccc3c(c2)OCO3)[C@@H](CO)O1)c1ccccc1 | -14 | -0.1
Cc1cc(Oc2coc3cc(OCC(=O)Nc4ccccc4F)ccc3c2=O)cc(C)c1Cl | -8 | 0.3
O=C(Oc1ccc2ccccc2c1)c1ccccc1S(=O)(=O)c1ccccc1[N+](=O)[O-] | 5 | 1.2
C[C@@H]1CN([C@@H](C)CO)C(=O)c2cc(NC(=O)Nc3cccc4ccccc34)ccc2O[C@@H](C)CCCCO[C@@H]1CN(C)CC1CCCCC1 | / | 0.9
COc1ccc(S(=O)(=O)Nc2cccc3c2O[C@H](CN(C)Cc2ccc(C(=O)Nc4ccccc4N)cc2)[C@H](C)CN([C@@H](C)CO)C3=O)cc1 | -23 | -0.1
C[C@H]1CN([C@@H](C)CO)C(=O)c2cc(-c3cccc(C#N)c3)cnc2O[C@H]1CN(C)C(=O)C1CC1 | 8 | -4.9
Cc1noc(C)c1NC(=O)Nc1ccc2c(c1)C(=O)N([C@H](C)CO)C[C@H](C)[C@@H](CN(C)C)OCCCC[C@@H](C)O2 | -7 | 2.2
C[C@@H](O)C#Cc1ccc2c(c1)O[C@H](CN(C)Cc1ccc(-c3ccccc3)cc1)[C@@H](C)CN([C@@H](C)CO)S2(=O)=O | 21 | /
CCC(=O)Nc1ccc2c(c1)OC[C@H](C)N(C(=O)CC1CC1)C[C@H](C)[C@H](OC)CN(C)C2=O | 4 | -0.9
C[C@H]1CN([C@@H](C)CO)C(=O)c2cc(NC(=O)Nc3ccc4c(c3)OCO4)ccc2O[C@H]1CN(C)CC1CCCCC1 | -24 | 0.7
COc1ccc(-c2cc(C(F)(F)F)n3nc(C(=O)NCCCN4CCOCC4)cc3n2)cc1 | -9 | 0.0
COc1ccc(NC(=O)CC2NCCNC2=O)cc1 (centres undefined) | 3 | 0.2
C[C@@H]1CCCCO[C@H](CN(C)C(=O)Cc2ccccc2)[C@@H](C)CN([C@@H](C)CO)C(=O)c2cc(NC(=O)Nc3ccc(C(F)(F)F)cc3)ccc2O1 | / | 0.2
C[C@@H]1CN([C@@H](C)CO)C(=O)c2cc(NS(=O)(=O)c3ccc(Cl)cc3)ccc2O[C@H]1CN(C)Cc1ccc(Cl)c(Cl)c1 | / | -6.2
C[C@H]1CN([C@@H](C)CO)C(=O)c2cc(C#CCN(C)C)cnc2O[C@H]1CN(C)Cc1ccccc1 | 3 | -2.9
C[C@@H]1CN([C@@H](C)CO)C(=O)c2c(c3ccccc3n2C)-c2ccccc2CO[C@H]1CN(C)S(=O)(=O)Cc1ccccc1 | -31 | /
O=C(Nc1ccc2c(c1)[C@H]1C[C@H](CC(=O)N3CCCCC3)O[C@@H](CO)[C@H]1O2)c1ccc2c(c1)OCO2 | 18 | -0.5
C[C@@H]1CN([C@H](C)CO)C(=O)c2cccc(NC(=O)c3ccncc3)c2O[C@H]1CN(C)Cc1ccncc1 | -3 | 1.5
C[C@@H]1CN([C@@H](C)CO)C(=O)c2cccc(NS(C)(=O)=O)c2O[C@@H]1CN(C)C | -2 | 2.6
COc1ccc(Cl)cc1NC(=O)CSc1nc2ccccc2c(=O)[nH]1 | 43 | -0.3
C[C@@H]1CN([C@@H](C)CO)C(=O)c2cc(N(C)C)ccc2O[C@@H](C)CCCCO[C@@H]1CN(C)C(=O)Nc1cccc2ccccc12 | -6 | -1.7
COCC(=O)N(C)C[C@@H]1Oc2ncc(-c3ccc(C)cc3)cc2C(=O)N([C@H](C)CO)C[C@@H]1C | / | -0.3
COc1ccc(-c2cc(=O)c3cc(OCC(=O)Nc4ccc(C)cc4C)ccc3o2)cc1 | / | -0.5
C[C@@H]1CN([C@@H](C)CO)C(=O)c2cccc(NS(=O)(=O)c3ccc(F)cc3)c2O[C@H]1CN(C)Cc1ccncc1 | -5 | /

Quoted at random: seven compounds from above.
SMILES | EZH2 inh | IDH1 R132H inh
C[C@H]1CN([C@@H](C)CO)C(=O)c2cc(NC(=O)Nc3ccc4c(c3)OCO4)ccc2O[C@H]1CN(C)CC1CCCCC1 | -24 | 0.7
O=C(Nc1ccc2c(c1)[C@H]1C[C@H](CC(=O)N3CCCCC3)O[C@@H](CO)[C@H]1O2)c1ccc2c(c1)OCO2 | 18 | -0.5
C[C@@H](O)C#Cc1ccc2c(c1)O[C@H](CN(C)Cc1ccc(-c3ccccc3)cc1)[C@@H](C)CN([C@@H](C)CO)S2(=O)=O | 21 | /
COc1cccc(S(=O)(=O)N(C)C[C@@H]2Oc3cc(C#CCC(C)C)ccc3S(=O)(=O)N([C@H](C)CO)C[C@H]2C)c1 | / | 0.1
C[C@@H]1CN([C@@H](C)CO)S(=O)(=O)c2ccc(C#CC3CCCCC3)cc2O[C@H]1CN(C)C(=O)Cc1ccncc1 | -36 | 66*
C[C@@H]1CN([C@H](C)CO)C(=O)c2cccc(NC(=O)c3ccncc3)c2O[C@H]1CN(C)Cc1ccncc1 | -3 | 1.5
O=C(Oc1ccc2ccccc2c1)c1ccccc1S(=O)(=O)c1ccccc1[N+](=O)[O-] | 5 | 1.2
